Screening results from PubChem BioAssay.
TGFb SMAD3 inh – inhibitors of TGF-b signaling. HepG2 CAGA-GFP TGF-b/SMAD3 reporter, GFP fluorescence, 18 h; TGF-beta stimulated, 500 pg/mL final. Potency, µM (doses to about 46.1 µM), without a hit: at the highest dose activity, negative = inhibition, most hits filed as inhibitors. actives 1.2% (n = 410,000). AID 588855; further: potency means the concentration at half of the fitted maximal effect; on the % scale 0 is the no-effect control and ±100 the full control effect; nearly all actives have a fitted effect of over 65% in size
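Using HEPG2 CAGA-GFP reporter cells at 1000 cells/well, we pinned test compounds, stimulated with recombinant TGF-beta (500 pg/mL final) and measured total well GFP after 18 h.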
MmCpn inh – blocks the Methanococcus maripaludis chaperonin Mm-Cpn; purified Mm-Cpn ATPase, ADP Transcreener TR-FRET; Potency, µM (titrated, usually from 76.9 µM), without a hit: at the top dose activity, negative = inhibition, actives largely listed as inhibitors; actives 0.031% (n = 330,000); AID 504842; further: potency means the concentration at half of the fitted maximal effect; on the % scale 0 is the no-effect control and ±100 the full control effect; nearly all actives have a fitted effect of over 80% in size
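Inhibition of chaperonin ATP hydrolysis is measured as reduced ADP production, detected by competitive TR-FRET in which signal falls with ADP. Final enzyme 25 nM and ATP 10 uM, reacted 30 min at 37°C.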
CCT chaperon mod – changes cytosolic chaperonin activity. activity change, % (no concentration beside the values), hits read low. actives 0.3% (n = 360,000). AID 651819. purified chaperonin ATPase assay, HTRF ADP detection, 30 min; in the data active means activity change below about -30%; further: on the % scale 0 is the no-effect control and ±100 the full control effect
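TRiC (40 or 20 nM final, by batch activity) in 30 mM Tris pH 7.4, 100 mM KCl, 5 mM MgCl2, 1 mM DTT was treated with compound at 76 uM single dose, then 10 uM ATP, 30 min at 37 °C. ADP was read by HTRF Transcreener.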
Akt phos inh – blocks phosphorylation of Akt. AID 651550. activity change, % for hits at 50 µM. actives 0.32% (n = 360,000). Neuro2A IGF-stimulated pAkt S473 HTRF, 20 min; hits give low values; in the data active means activity change below about -80%; inconclusive means mostly about -51% to -80%; further: on the % scale 0 is the no-effect control and ±100 the full control effect
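Single-point screen (50 µM final compound) in Neuro2A cells stimulated 20 min with 6 nM IGF at 37 deg C. After lysis, Ser473-phosphorylated Akt read by HTRF (ex 330 nm, em 615/665 nm) as the 665/615 ratio.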
EPAC2 ag – EPAC2 (human) agonism. Q8WZA2. actives 0.079% (n = 360,000). Potency, µM (top dose mostly 154 µM), inactives show top-dose activation, usual class: activators. EPAC2 activation, biochemical qHTS; response scale: 100% = 6.5 mM cAMP response; further: potency means the concentration at half of the fitted maximal effect; nearly all actives have a fitted effect of over 50% in size
Target sequence (Q8WZA2 whole entry, looked up): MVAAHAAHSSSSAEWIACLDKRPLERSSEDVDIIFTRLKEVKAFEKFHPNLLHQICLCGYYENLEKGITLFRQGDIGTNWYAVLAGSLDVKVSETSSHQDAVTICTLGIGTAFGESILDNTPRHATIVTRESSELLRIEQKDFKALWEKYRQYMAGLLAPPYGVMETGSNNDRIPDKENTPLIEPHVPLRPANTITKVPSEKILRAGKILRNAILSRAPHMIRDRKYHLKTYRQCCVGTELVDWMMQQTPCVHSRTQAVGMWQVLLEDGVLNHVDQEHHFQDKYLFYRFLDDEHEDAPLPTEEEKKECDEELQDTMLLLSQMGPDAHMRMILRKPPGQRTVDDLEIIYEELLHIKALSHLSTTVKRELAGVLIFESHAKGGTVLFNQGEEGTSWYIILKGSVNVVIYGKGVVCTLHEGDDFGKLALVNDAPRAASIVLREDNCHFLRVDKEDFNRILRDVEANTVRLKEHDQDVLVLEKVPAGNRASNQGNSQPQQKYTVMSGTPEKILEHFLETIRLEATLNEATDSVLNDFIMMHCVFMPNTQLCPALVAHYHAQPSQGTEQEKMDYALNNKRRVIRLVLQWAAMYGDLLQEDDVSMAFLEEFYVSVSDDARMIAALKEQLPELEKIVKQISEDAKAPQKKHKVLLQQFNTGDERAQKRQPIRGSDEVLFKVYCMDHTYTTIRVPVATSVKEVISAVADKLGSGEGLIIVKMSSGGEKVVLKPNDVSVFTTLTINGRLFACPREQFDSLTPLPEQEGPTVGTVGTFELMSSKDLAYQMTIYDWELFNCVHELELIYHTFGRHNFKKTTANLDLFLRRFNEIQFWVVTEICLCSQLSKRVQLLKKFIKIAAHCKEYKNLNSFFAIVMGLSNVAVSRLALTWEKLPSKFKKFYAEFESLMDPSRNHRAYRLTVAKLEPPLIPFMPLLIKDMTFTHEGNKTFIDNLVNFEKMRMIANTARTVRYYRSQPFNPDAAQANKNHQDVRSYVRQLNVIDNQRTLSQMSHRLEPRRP
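Readout is BODIPY fluorescence (480 nm excitation, 540 nm emission), which falls as labeled GDP is exchanged off Rap1B. EPAC2 at 100 nM acted on 250 nM RAP1B-BODIPY-GDP with 50 uM GDP present.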
EPAC2 antag – EPAC2 (human) antagonism; Q8WZA2; EPAC2 GEF exchange of Rap1B-BODIPY-GDP, fluorescence; Potency, µM (top dose mostly 114 µM), for inactives: at the top dose activity, negative = inhibition, hits mostly inhibitors; actives 0.18% (n = 360,000); further: potency means the concentration at half of the fitted maximal effect; on the % scale 0 is the no-effect control and ±100 the full control effect; nearly all actives have a fitted effect of over 45% in size; many of its hits are not listed in these tables
Nrf2 inh – blocks Nrf2 signaling; Potency, µM (highest dose often 46 µM), for inactives: at the highest dose activity change, negative = inhibition, usual class: inhibitors; AID 504444; A549 ARE-Fluc reporter, luciferase luminescence, 18-24 h; actives 2.1% (n = 360,000); further: potency means the concentration at half of the fitted maximal effect; on the % scale 0 is the no-effect control and ±100 the full control effect; nearly all actives have a fitted effect of over 60% in size
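Concentration-response testing used A549 ARE_Fluc cells at 5000 cells/well. Following an 18-24 h compound incubation, viability was read by fluorescence (Ex 405/Em 525) and luciferase output by luminescence.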
Nrf2 ARE act – activates Nrf2 signaling. actives 0.31% (n = 410,000). Potency, µM (series often up to 46.1 µM), for inactives: top-dose activation, usual class: activators. AREc32 ARE-luciferase reporter (MCF7-derived line), luminescence, 24 h; further: potency means the concentration at half of the fitted maximal effect; % of control where 0% means no effect; nearly all actives have a fitted effect of over 65% in size
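Steps: seed AREc32_Fluc cells (1000/well, 5% FBS OPTI-MEM); incubate overnight at 37 deg C; add 23 nL compound; incubate 24 hr; add Steady-Glo; hold 30 min RT; read luminescence.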
A549 viability – counter-screen for Nrf2 inhibitors: cytotoxicity in A549 cells | A549 ARE-Fluc cells, CellTiter-Fluor viability, 18-24 h | actives 0.16% (n = 390,000) | AID 504648 | Potency, µM (top dose mostly 46 µM), for inactives: at the top dose activity change, negative = cytotoxicity, actives largely listed as inhibitors; further: potency means the concentration at half of the fitted maximal effect; on the % scale 0 is the no-effect control and ±100 the full control effect
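Cytotoxicity counterscreen: CellTiter-Fluor fluorescence was measured in A549 ARE_Fluc cells after 18-24 h of compound exposure in a concentration series. The subsequent BugLite luminescent read reports ARE-luciferase activity.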
* hit, by the source's call; i = inactive; ? = inconclusive; · = no result given; [ ] = remark or other dose. Unless noted, the call rests on the fitted dose curve; in most records, active means well fitted curve in the direction sought with a large enough effect; inconclusive means small, poorly fitted or top-dose-only effect, or another doubt; inactive means no such curve, though single readings can be large; an effect the other way counts as inactive or inconclusive. Only part of the results is shown. The share of hits here may be higher or lower than overall.

SMILES	TGFb SMAD3 inh	MmCpn inh	CCT chaperon mod	Akt phos inh	EPAC2 ag	EPAC2 antag	Nrf2 inh	Nrf2 ARE act	A549 viability
c1ccc(COc2ncnc3c2ncn3CCCNCc2ccc3c(c2)OCO3)cc1	-5%	·	-1.0	i	6%	3%	16%	7.2%	17%
COc1ccc(CCNC(=O)Nc2ccc3c(c2)OCO3)cc1OC	-17%	-2%	1.0	i	0%	0%	7%	0.5%	-3%
CCOc1ccc(CCNC(=O)CCn2c(=O)c3cccn3c3cccnc32)cc1	-5%	·	·	·	·	·	-7%	5.2%	11%
Cc1ccc(F)c(S(=O)(=O)NC(=O)C2(C)CCN2C(=O)CC2CCCCC2)c1 (centres undefined)	-2%	·	0.4	i	6%	1%	·	0.7%	·
CCC(=O)c1ccc(N2CCN(C(=O)COc3ccccc3F)CC2)c(F)c1	23%	1%	-2.1	i	1%	-1%	?	2.1%	3%
CC(=O)C1C(c2cccc([N+](=O)[O-])c2)C2C(C)=NN=C2CC1(C)O (centres undefined)	-2%	0%	-1.2	i	2%	3%	-3%	-0.8%	-9%
Cc1ccc(NC(=O)C(C)N2C(=O)C3C4CC(C(Br)C4Br)C3C2=O)cc1 (centres undefined)	0%	-2%	-1.0	i	15%	6%	-16%	0.4%	1%
CCOc1cc(/C=C2\SC(=S)N(NC(=O)c3cccnc3)C2=O)ccc1O	5%	-3%	-2.7	i	10%	-22%	27%	2.8%	-19%
CCCSc1nc(N2CCOCC2)c2c(c1C#N)CCCC2	-22%	-3%	0.9	i	3%	-5%	-16%	0.0%	0%
Cc1cccnc1NC(=O)CCc1nnc2ccc(N3CCC4(CC3)OCCO4)nn12	-12%	?	0.2	·	6%	0%	6%	-0.3%	1%
O=C1Nc2ccccc2C(O)(C(=O)NCc2ccco2)N1c1ccccc1 (centres undefined)	-3%	0%	-0.6	i	8%	-2%	23%	-0.3%	7%
CC(N=C1NS(=O)(=O)c2ccccc21)C(=O)NCc1ccncc1 (centres undefined)	-10%	1%	-0.8	i	16%	4%	-1%	-0.1%	0%
CC(NC(=O)COC(=O)/C=C/c1cccc(F)c1)c1ccccc1 (centres undefined)	13%	1%	0.0	i	0%	-6%	-4%	4.9%	3%
COc1cc2c(=O)n(C)c3ccccc3c2cc1OC	0%	·	-0.8	i	1%	-6%	·	0.6%	·
COCC(=O)N1c2nc(-c3ccco3)nn2C2(CCCCC2)[C@@H]2CCCC[C@@H]21	0%	·	·	·	·	·	-1%	8.5%	-9%
COc1cccc(N2C(=O)CSC23C(=O)N(CC(=O)NCc2ccc(C)cc2)c2ccccc23)c1 (centres undefined)	-25%	·	·	·	·	·	11%	-0.8%	-9%
CS(=O)(=O)N1CCN(c2ccccc2NC(=O)c2cc3ccccc3o2)CC1	-5%	-6%	-18	i	6%	-4%	-14%	5.4%	-2%
Cc1ccc(C(=O)NCC(=O)OCc2nnc(-c3ccc([N+](=O)[O-])cc3)o2)s1	-1%	-5%	0.0	i	1%	6%	9%	0.2%	-7%
COc1ccc(C2=NOC(Cn3nc(-c4ccccc4)cc3C(=O)NCc3ccco3)C2)cc1 (centres undefined)	?	-5%	-0.6	i	1%	-5%	?	-1.1%	0%
COCC1CCN(C(=O)CC2C(=O)NCCN2Cc2cccc(Oc3ccccc3)c2)CC1 (centres undefined)	7%	1%	2.7	i	6%	-3%	-2%	0.0%	2%

Single records, as listed above.
Cc1ccc(NC(=O)C(C)N2C(=O)C3C4CC(C(Br)C4Br)C3C2=O)cc1 (centres undefined) reads TGFb SMAD3 inh: 0%; MmCpn inh: -2%; CCT chaperon mod: -1.0; Akt phos inh: i; EPAC2 ag: 15%; EPAC2 antag: 6%; Nrf2 inh: -16%; Nrf2 ARE act: 0.4%; A549 viability: 1%
CCOc1cc(/C=C2\SC(=S)N(NC(=O)c3cccnc3)C2=O)ccc1O reads TGFb SMAD3 inh: 5%; MmCpn inh: -3%; CCT chaperon mod: -2.7; Akt phos inh: i; EPAC2 ag: 10%; EPAC2 antag: -22%; Nrf2 inh: 27%; Nrf2 ARE act: 2.8%; A549 viability: -19%
COCC(=O)N1c2nc(-c3ccco3)nn2C2(CCCCC2)[C@@H]2CCCC[C@@H]21 reads TGFb SMAD3 inh: 0%; MmCpn inh: ·; CCT chaperon mod: ·; Akt phos inh: ·; EPAC2 ag: ·; EPAC2 antag: ·; Nrf2 inh: -1%; Nrf2 ARE act: 8.5%; A549 viability: -9%

Remaining list, next part
SMILES	TGFb SMAD3 inh	MmCpn inh	CCT chaperon mod	Akt phos inh	EPAC2 ag	EPAC2 antag	Nrf2 inh	Nrf2 ARE act	A549 viability
O=C(NNC(=O)c1ccccc1Br)c1ccc(Cl)c(Cl)c1	17%	-1%	-9.2	i	-4%	1%	-9%	-0.2%	-20%
O=C(Cc1coc(-c2ccc(F)cc2)n1)N1CCOCC1	-11%	-1%	-3.4	i	15%	3%	3%	-0.2%	1%
Cc1csc(NC(=O)CSc2nc(C)cs2)n1	-3%	2%	0.7	i	-3%	7%	·	6.0%	4%
Cc1ccc(C(=O)NC2CCCc3ccccc32)cc1[N+](=O)[O-] (centres undefined)	-11%	3%	-1.8	i	14%	-1%	-17%	0.1%	1%
NC(=O)Cn1c(=O)n(CC(=O)N2CCCCC2)c(=O)c2sccc21	0%	-1%	-2.2	i	-3%	-7%	-4%	-0.1%	0%
Cc1ccccc1C(=O)OCCN(C)Cc1ccccc1	-2%	-6%	-4.7	i	1%	-4%	-8%	-0.7%	9%
COc1cccc(C2SCC(=O)N2c2ccc(Br)cc2)c1OC (centres undefined)	7%	1%	-1.5	i	21%	-4%	-20%	-0.3%	3%
Cc1ccc2oc(C(=O)Nc3ccc(S(=O)(=O)Nc4nccc(C)n4)cc3)cc(=O)c2c1	0%	·	·	·	·	·	?	0.5%	7%
Cc1ccc(SCC(=O)Nc2ccc(N3CCOCC3)cc2)cc1	?	1%	-0.9	i	2%	-3%	26%	-0.3%	12%
COc1ccc(NC(=O)CN(C)C(=O)c2ccc(NS(=O)(=O)c3ccc(F)cc3)cc2)cc1	6%	-4%	-0.6	i	-1%	14%	-12%	0.2%	-1%
CC(C)CSc1ncnc2c1oc1nc3c(cc12)COC(C)(C)C3	?	1%	-0.1	i	-12%	5%	11%	1.8%	0%
COCCN1CN(S(=O)(=O)c2ccccc2)c2nc3ccccc3nc21	11%	-1%	-2.4	i	-3%	34%[activator][57.1 µM]	-26%	1.7%	-12%
Cc1ccc(CNC(=O)CCn2cc(-c3ccc(C)cc3)nc2-c2ccncc2)cc1	-9%	2%	-0.4	i	-3%	-11%	9%	3.9%	-4%
COc1cccc(NC(=S)Nc2ccc(F)cc2)c1	0%	-3%	2.4	i	4%	7%	10%	0.1%	1%
CN(CCOc1ccccc1)C(=O)CCc1nc2sc3c(c2c(=O)[nH]1)CCCC3	-28%	-3%	-0.3	i	-9%	7%	-5%	3.4%	-1%
CCn1c(SCC(N)=O)nc2cc(S(=O)(=O)N3CCOCC3)ccc21	-26%	-3%	-8.6	i	9%	6%	-9%	0.6%	1%
Cc1ccc(-n2nnnc2-c2cnn(-c3cccc(F)c3)c2C(F)(F)F)cc1	0%	1%	1.0	i	14%	-19%	?	0.2%	-16%
N#C/C(=C/c1ccc(O)c(O)c1)c1nc2ccccc2[nH]1	72%[activator]	-9%	0.7	i	9%	?	?	12%	-3%
Cc1cccc(N(C)S(=O)(=O)c2cccc3nsnc23)c1	5%	0%	-1.5	i	6%	-2%	5%	-0.9%	-4%
Cc1ccc(-c2nc3ccccc3o2)cc1NC(=O)Cc1cccs1	?	2%	-1.0	·	-82%[15.6 µM]	-10%	22%	2.7%	5%
CCC(=O)Nc1ccc2c(c1)nc(CCNC(=O)c1ccco1)n2C	-4%	-1%	-2.6	i	5%	-3%	-4%	0.2%	3%

As a working copy, two of the compounds above.
SMILES	TGFb SMAD3 inh	MmCpn inh	CCT chaperon mod	Akt phos inh	EPAC2 ag	EPAC2 antag	Nrf2 inh	Nrf2 ARE act	A549 viability
O=C(NNC(=O)c1ccccc1Br)c1ccc(Cl)c(Cl)c1	17%	-1%	-9.2	i	-4%	1%	-9%	-0.2%	-20%
O=C(Cc1coc(-c2ccc(F)cc2)n1)N1CCOCC1	-11%	-1%	-3.4	i	15%	3%	3%	-0.2%	1%

In another format: four of the compounds above
COc1ccc(NC(=O)CN(C)C(=O)c2ccc(NS(=O)(=O)c3ccc(F)cc3)cc2)cc1
  TGFb SMAD3 inh: 6% | MmCpn inh: -4% | CCT chaperon mod: -0.6 | Akt phos inh: i | EPAC2 ag: -1% | EPAC2 antag: 14% | Nrf2 inh: -12% | Nrf2 ARE act: 0.2% | A549 viability: -1%

Cc1ccc(CNC(=O)CCn2cc(-c3ccc(C)cc3)nc2-c2ccncc2)cc1
  TGFb SMAD3 inh: -9% | MmCpn inh: 2% | CCT chaperon mod: -0.4 | Akt phos inh: i | EPAC2 ag: -3% | EPAC2 antag: -11% | Nrf2 inh: 9% | Nrf2 ARE act: 3.9% | A549 viability: -4%

O=C(Cc1coc(-c2ccc(F)cc2)n1)N1CCOCC1
  TGFb SMAD3 inh: -11% | MmCpn inh: -1% | CCT chaperon mod: -3.4 | Akt phos inh: i | EPAC2 ag: 15% | EPAC2 antag: 3% | Nrf2 inh: 3% | Nrf2 ARE act: -0.2% | A549 viability: 1%

NC(=O)Cn1c(=O)n(CC(=O)N2CCCCC2)c(=O)c2sccc21
  TGFb SMAD3 inh: 0% | MmCpn inh: -1% | CCT chaperon mod: -2.2 | Akt phos inh: i | EPAC2 ag: -3% | EPAC2 antag: -7% | Nrf2 inh: -4% | Nrf2 ARE act: -0.1% | A549 viability: 0%
